High-throughput results from PubChem BioAssay.
TNAP activation fold = stimulation of alkaline phosphatase TNAP activity – biochemical, luminescent, no phosphate acceptor, uHTS, primary screen (AID 1001); purified TNAP, luminescent activation assay, no phosphate acceptor; higher activation fold means a stronger effect; activation fold at 20 µM, or EC50 in µM where a hit was titrated; hit rate 0.03% among 200,000; in the data active = activation fold from about 3, or a potency from the dose series; inactive = the rest, 99 in 100 with activation fold below about 1.6; also: many of its hits are not listed in these tables
Yfh1-off respiration = mitochondrial function rescue without frataxin homolog – Friedreich's ataxia, plus single-dose screen, dose response (AID 1465). fold induction at 50 µM, or EC50 in µM where a hit was titrated. S. cerevisiae Yfh1-off respiration, WST-1 reduction, 72 h; higher fold induction means a stronger effect. hit rate 0.074% among 220,000;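 active = fold induction of absorbance versus untreated yeast above a set limit, then at least 30% activation at any dose in follow-up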;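 also: activators that raise dye reduction in frataxin-depleted yeast; strong numbers were not always called active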
PMI inhibition = MPI inhibition at elevated mannose 6-phosphate – biochemical, fluorescence intensity, high mannose 6-phosphate, primary screen (AID 1220); recombinant PMI enzyme, coupled fluorescence intensity; higher % means a stronger effect; inhibition, % at 20 µM, or IC50 in µM where a hit was titrated; hit rate 0.66% among 190,000
P. falciparum M17LAP = P. falciparum M17LAP inhibitors, primary screen, biochemical, fluorogenic H-Leu-NHMec substrate, 1536-well (AID 1619). recombinant M17LAP, H-Leu-NHMec fluorogenic kinetic assay; higher % means a stronger effect. hit rate 0.38% among 220,000. one-dose inhibition, % at 30 µM; IC50 in µM for titrated hits;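 active = compound inhibiting the enzyme by more than half at any dose during confirmatory dose-response retesting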;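 also: plate controls were full reaction with DMSO carrier for no effect and no enzyme background for full effect; strong numbers were not always called active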
XIAP antagonists = XIAP antagonists, biochemical, IAP family, fluorescence polarization (AID 1018). hit rate 0.007% among 200,000. one-dose displacement, % at 20 µM; IC50 in µM for titrated hits. XIAP BIR domain, fluorescence polarization peptide displacement; higher % means a stronger effect; in the data active = displacement above about 50%; also: a part of the inactive calls stands beside numbers as strong as those of hits
LYP phosphatase = PTPN22 lymphoid phosphatase activity blockers – biochemical, fluorescence intensity, uHTS (AID 1779) | inhibition, % at 11.5 µM; hits with a dose series show IC50 in µM | hit rate 0.054% among 290,000 | recombinant LYP phosphatase, fluorescence intensity; higher % means a stronger effect;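 also: plate controls were vehicle with enzyme for no effect and no enzyme for full effect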
WT yeast gro inh = growth inhibition of WT yeast, mitochondrial fusion screen. hit rate 2.1% among 190,000. inhibition, % at 10 µM. mitochondrial fusion phenotypic screen, WT strain; in the data active = inhibition above about 58%; tested in S. cerevisiae
PMI inhibitors = inhibitors of human PMI, primary screen, biochemical, fluorescence intensity, coupled assay (AID 1209); purified PMI enzyme, coupled fluorescence intensity; higher % means a stronger effect; inhibition, % at 20 µM; hits with a dose series show IC50 in µM; hit rate 0.42% among 190,000;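 also: plate controls were DMSO vehicle for no effect and wells lacking substrate for full effect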
P. falciparum M1AAP = malaria alanyl aminopeptidase activity blockers – biochemical, fluorogenic H-Leu-NHMec substrate, 1536-well (AID 1445) | inhibition, % at 30 µM, or IC50 in µM where a hit was titrated | hit rate 0.42% among 220,000 | recombinant M1AAP, H-Leu-NHMec fluorogenic kinetic assay; higher % means a stronger effect;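 active = primary inhibition above the hit cutoff, then over 50% inhibition at one or more dose response concentrations, cut at about 23% in these data, passing the limit was not always enough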;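 also: plate controls were DMSO full reaction for no effect and no enzyme background for full effect; strong numbers were not always called active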
WT yeast gro inh mutant strain = also measured in WT yeast gro inh; calls as there; inhibition, %; mitochondrial fusion phenotypic screen, mutant strain inhibition
The depositor's hits bear a star; i = inactive; x = not tested or not shown. Rule as the data show it, unless noted: active = inhibition above about 50%; inactive = the rest.

mol	TNAP activation fold	Yfh1-off respiration	PMI inhibition	P. falciparum M17LAP	XIAP antagonists	LYP phosphatase	WT yeast gro inh	WT yeast gro inh mutant strain	PMI inhibitors	P. falciparum M1AAP
Nc1c(Cl)ncnc1N1CCN(c2ncnc(Cl)c2N)CC1	1	i	1%	-1%	-5.7%	-3%	-4	-13	0%	3%
O=C(CSc1nnc(CNC(=O)C23CC4CC(CC(C4)C2)C3)n1-c1ccc(F)cc1)Nc1ccc(F)cc1	1.1	x	0%	2%	-5.6%	3%	3	-7	9%	2%
Cc1cc(Cl)ccc1OCC(=O)N(Cc1ccco1)C1CCS(=O)(=O)C1 (stereo not given)	x	i	x	11%	x	-8%	x	x	x	-1%
COc1ccc(NC(=O)c2sccc2OS(=O)(=O)N(C)C)cc1	1.1	i	7%	3%	-20%	-6%	9	15	12%	7%
CC(=O)Nc1ccc(NC(=O)COc2ccc([N+](=O)[O-])cc2)cc1	1	i	-22%	0%	-3.7%	-2%	2	-11	-44%	-1%
COc1ccc(/C=C2\SC(=N)N(c3ccc(F)cc3)C2=O)cc1OC	1	i	-9%	5%	-7.0%	12%	25	-18	-4%	-6%
Cc1cccc(N2CCN(C(=O)c3cnn4c(C(F)F)cc(-c5ccccc5)nc34)CC2)c1C	1.1	i	13%	-4%	-4.7%	8%	52	13	21%	2%
O=C(NC(=S)N1CCCc2ccccc21)c1ccc(Cl)cc1	1	i	1%	9%	-5.2%	6%	48	38	-14%	1%
COc1ccc(-c2nn(CCC(=O)O)cc2/C=C/C(=O)O)cc1[N+](=O)[O-]	1.1	i	15%	8%	-7.6%	1%	-6	-8	15%	2%
COc1ccc(N(Cc2nnc3n2CCCCC3)C(=O)Nc2ccccc2)cc1	1.1	i	7%	0%	0.2%	-7%	-10	-12	-20%	4%
Cc1ccc(N2C(=O)C(CN3CCOCC3)C2c2ccccc2)cc1 (stereo not given)	1.1	i	1%	-8%	-4.8%	1%	8	-5	-6%	-1%
Cc1cccc(C(=O)Nc2nccs2)c1[N+](=O)[O-]	1	i	4%	-2%	-6.6%	-10%	-4	3	12%	1%
COc1cc(-c2nnc(SCc3cccnc3)n2C)cc(OC)c1O	1.1	i	15%	0%	-11%	-6%	0	-10	6%	-5%
O=c1[nH]c(CN2CCN(S(=O)(=O)/C=C/c3ccccc3)CC2)nc2ccccc12	1	i	0%	4%	-3.6%	2%	-6	5	3%	7%
CC(OC(=O)CCc1nc2ccccc2c(=O)[nH]1)C(=O)c1ccc(Br)cc1 (stereo not given)	1	i	-1%	-6%	-18%	12%	-15	-21	-3%	7%
CC(=O)Nc1ccc(NC(=O)c2ccc(NS(=O)(=O)c3cc(C(C)(C)C)ccc3C)cc2)cc1	1.1	i	1%	-7%	-16%	-8%	2	10	6%	0%
CCCc1nc(SCC(=O)c2ccc(F)cc2)c2ccccc2n1	1.1	i	-3%	2%	-0.4%	0%	39	20	20%	11%
COc1ccc2[nH]c(=O)c(CN(C(=O)NC3CCCCC3)C3CCCC3)cc2c1	1.1	i	11%	-4%	-6.6%	-8%	18	1	3%	0%
CCOC(=O)c1cccc(NC(=O)CSc2nnc(-c3ccoc3C)n2CCOC)c1	1.1	i	13%	26%	-6.7%	0%	6	-8	20%	8%
CCC(=O)Nc1ccc(C(=O)Nc2ccc(Br)cc2F)cc1	1.1	i	9%	3%	-1.0%	-11%	3	0	13%	11%
CC(C)CCNC(=O)COc1ccc(N(C)S(=O)(=O)c2ccc(F)cc2)cc1	1.2	i	1%	2%	-2.6%	-3%	-9	10	0%	4%
Cc1cccc2c(C(=O)O)cc(-c3cccnc3)nc12	1.1	i	-5%	9%	-4.8%	2%	-20	-9	-17%	6%
CC1CCC(N2CCN(c3ncccn3)CC2)C1 (stereo not given)	1.1	i	-4%	6%	-4.0%	2%	14	23	-10%	2%
COc1cc(C2NC(=O)NC(C)=C2C(C)=O)cc(OC)c1OC (stereo not given)	1.1	i	6%	6%	-5.5%	-4%	1	-5	6%	-7%
CCOC(=O)c1ccc(N=C2C(=S)N(c3ccc(C(=O)OCC)cc3)C(=N)N2/N=C/c2ccccc2)cc1	1.2	i	0%	24%	-5.0%	17%	21	-9	12%	18%
CCOc1ccc(C(=O)Nc2ccccc2C(=O)O)cc1	1.1	i	-15%	-2%	2.4%	-6%	-8	10	-21%	1%
COCCn1nnnc1C(c1ccc(C(F)(F)F)cc1)N1CCOCC1 (stereo not given)	1.1	i	9%	1%	-1.1%	-9%	-1	-1	11%	4%
CCOCCCn1c(=NC(=O)c2cccs2)c(C#N)cc2c(=O)n3ccccc3nc21	x	i	x	-69%	x	-39%	x	x	x	4%
Cc1ccccc1N/N=C/c1sc(=O)n(Cc2cccc(C(=O)O)c2)c1Cl	x	i	x	27%	x	5%	x	x	x	15%
COc1ccc(OC)c(NC(=O)C(=O)/C=C(\O)c2cc(OC)ccc2OC)c1	1	i	41%	18%	-22%	-4%	0	8	16%	3%
O=C(O)CCSc1nc2ccc(Br)cc2[nH]1	1	i	-8%	12%	-3.8%	2%	-1	-10	-2%	8%
O=C(OCC(=O)c1c[nH]c2ccccc12)c1cc(Br)ccc1O	1.1	i	-4%	10%	-1.5%	-1%	8	6	-10%	-2%
COc1ccc(NC(=O)CC(C(=O)O)N2CCCCC2)cc1 (stereo not given)	1.1	x	-5%	-17%	-0.7%	-3%	-14	-37	1%	-2%
O=C(CCn1c(=S)oc2ccccc21)N1CCCCC1	1.1	i	-8%	-11%	-0.8%	-3%	-9	-6	-10%	4%
COc1ccnc(Oc2ccc(Cl)cc2)c1C#N	1.1	i	-3%	-2%	-5.6%	0%	-6	9	-6%	-2%
COCCCNC(=O)c1cc2c(=O)n3cccc(C)c3nc2n(C(C)C)c1=N	1.1	i	8%	-118%	-4.9%	-45%	8	-4	17%	22%
O=C(c1ccc2c(c1)OCO2)N1CCC(Cc2ccccc2)CC1	x	i	x	-10%	x	-5%	x	x	x	2%
CCCCn1c(=NC(=O)c2cccnc2)c(C#N)cc2c(=O)n3cccc(C)c3nc21	1.3	x	-58%	-8%	0.5%	-21%	-1	-25	-37%	-2%
CN(C)/C=N/C(=S)Nc1cc(Cl)cc(Cl)c1	1	i	4%	1%	5.0%	-1%	15	13	4%	3%
COC(=O)c1ccccc1Nc1ccccc1	1.2	i	-1%	-4%	-5.7%	-6%	-6	0	1%	-2%
Cc1noc(C)c1CS(=O)(=O)Cc1ccc(Cl)cc1	1.2	i	0%	-3%	-7.5%	-5%	-6	3	0%	-3%
CCC(CC)C(=O)NCCc1cc2c(OC)ccc(OC)c2[nH]c1=O	1.1	i	18%	0%	-2.3%	1%	-10	4	10%	2%
O=C(Nc1ccc(Cl)cc1)NC1CCCCC1	1.2	i	-4%	14%	0.0%	-5%	2	1	4%	-3%
CN(c1ccccc1)S(=O)(=O)c1cc(C(=O)N2CCN(c3ccccn3)CC2)ccc1Cl	1	i	9%	10%	-8.2%	-2%	-11	16	14%	9%
COc1ccc(OCC(=O)Nc2ccc(S(=O)(=O)Nc3nc(C)cc(C)n3)cc2)cc1	1	i	17%	4%	-8.6%	-6%	10	-1	10%	3%
CCc1ccc(OCc2nnc(SCC(=O)N3CCOCC3)o2)cc1	1.1	i	4%	x	-2.4%	-3%	21	6	5%	x
Clc1ccc2nc3ccccn3c2c1	1.1	i	-3%	-99%	-2.6%	-8%	27	44	-6%	-3%
CS(=O)(=O)Nc1nnc(SCC(=O)Nc2cccc([N+](=O)[O-])c2)s1	1	i	-9%	8%	-2.6%	-4%	-14	-4	-13%	6%
Cc1cc(C(F)F)n2ncc(C(=O)NCc3ccccc3)c2n1	1	i	-3%	4%	-3.4%	0%	2	11	-4%	12%
CCOc1ccc(NC(=O)NC23CC4CC(CC(C4)C2)C3)cc1	1.3	i	-5%	19%	-3.0%	2%	1	-3	0%	5%
CC(C)NC(=O)c1onc(CSc2ccc(F)cc2)c1C(=O)O	1.1	i	-14%	11%	-2.7%	-4%	1	-11	-5%	-11%
O=C1N/C(=N\N=C\c2cccs2)SC1Cc1cccc(Cl)c1Cl (stereo not given)	1.1	i	-4%	4%	-0.1%	2%	52	-18	1%	9%
O=C(C1CC1)N1CCc2cc(Br)cc(S(=O)(=O)NCC3COc4ccccc4O3)c21 (stereo not given)	1.1	i	7%	-13%	1.3%	3%	-8	6	14%	5%
COc1ccccc1C1CCN(C(=O)c2cnn(-c3ccccc3)c2C)CC1	x	i	x	-6%	x	6%	x	x	x	2%
CCOC(=O)CNc1nc2ccccc2n2c(C)nnc12	1.2	i	3%	-1%	-0.5%	-5%	11	11	-2%	6%
COc1ccc(NS(=O)(=O)c2ccc(O)c(C(=O)OCC(=O)NC(C)C3CC4CCC3C4)c2)cc1 (stereo not given)	1	i	-17%	-6%	-4.4%	-2%	1	2	-13%	0%
O=C(Nc1ccccc1)Nc1ccc(Cl)c(S(=O)(=O)N2CCOCC2)c1	1.1	i	-3%	1%	-19%	6%	8	-1	3%	1%
N#Cc1ccccc1Sc1ccccc1C(=O)OCC(=O)N1CCN(C(=O)c2ccco2)CC1	1.1	i	2%	-5%	-4.4%	-9%	0	16	2%	-2%
O=C(Nc1nccs1)C12CC3CC(C1)CC(C(=O)Nc1nccs1)(C3)C2	1.1	i	-12%	5%	-6.5%	-2%	17	-2	-15%	0%
O=S(=O)(c1ccc(F)cc1)N1CC=C(c2ccccc2)CC1	x	i	x	-5%	x	1%	x	x	x	8%

Compound profiles (already shown). Screens in order: TNAP activation fold | Yfh1-off respiration | PMI inhibition | P. falciparum M17LAP | XIAP antagonists | LYP phosphatase | WT yeast gro inh | WT yeast gro inh mutant strain | PMI inhibitors | P. falciparum M1AAP
`COc1ccnc(Oc2ccc(Cl)cc2)c1C#N` across the screens: 1.1 | i | -3% | -2% | -5.6% | 0% | -6 | 9 | -6% | -2%
`CCOc1ccc(C(=O)Nc2ccccc2C(=O)O)cc1` across the screens: 1.1 | i | -15% | -2% | 2.4% | -6% | -8 | 10 | -21% | 1%

(further entries)
mol	TNAP activation fold	Yfh1-off respiration	PMI inhibition	P. falciparum M17LAP	XIAP antagonists	LYP phosphatase	WT yeast gro inh	WT yeast gro inh mutant strain	PMI inhibitors	P. falciparum M1AAP
O=C(O)c1ccc(C(=O)Nc2cccc(NC(=O)C3CCCO3)c2)cc1 (stereo not given)	1.2	i	-6%	-3%	-14%	-5%	-2	1	1%	-1%
CCCCCCNC(=O)N1C/C=C\C(c2ccc(OC)cc2)N(Cc2ccc(F)cc2)C(=O)C1 (stereo not given)	x	i	x	5%	x	-6%	x	x	x	6%
CN1C(=O)C2(NC(=O)c3ccccc3N2C)c2ccccc21 (stereo not given)	x	i	x	8%	x	-1%	x	x	x	3%
Cc1nnc(SCC(=O)Nc2ccccc2NC(=O)CSc2nnc(C)s2)s1	1.1	i	-7%	12%	-5.0%	-4%	4	3	6%	5%
